# LGR2 inh = Drosophila LGR2 receptor signaling inhibition; HEK293 LGR2, CRE-luciferase, bursicon-stimulated, 4 h; inhibition, % at 9.99 µM; 380,000 tested, 0.35% active; AID 720647;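 active = drop in luminescence signal, shown as inhibition above about 50% in the replicate tests, limit read from the data, passing the limit was not always enough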;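 note: agonist challenge used bursicon conditioned medium at about half maximal strength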
# EWS-Fli block = blocks EWS/Fli oncoprotein-driven transcription; A673 NR0B1-luciferase reporter, viability-normalised; inhibition, % at 12.6 µM; 350,000 tested, 0.67% active; AID 651661;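 active = mean inhibition of at least 50% after viability correction, with every replicate also passing that limit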;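 note: firefly luciferase signal divided by Alamar Blue viability fluorescence both relative to DMSO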
# PGC1a acetyl inh = PGC1a acetylation modulation, inhibitor mode; U2OS PGC1a acetylation, AlphaScreen anti-acetyl-lysine; with virally co-expressed GCN5 acetyltransferase; inhibition, % at 15.6 µM; 350,000 tested, 0.17% active; AID 651687;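 active = every replicate shows inhibition of at least 40%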;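 note: 0% = neutral control wells and 100% = positive control wells; some results beyond the cut were filed as inactive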
# ERAP1 inh = inhibitors of human ERAP1 aminopeptidase. Q9NZ08. recombinant ERAP1, Leu-AMC fluorescence, 60 min. inhibition, % at 10.7 µM. 340,000 tested, 0.15% active. AID 652197;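 active = mean replicate inhibition of at least 30%, or all replicates individually reaching that 30% level; inactive = mean below 30% and not every replicate reaching it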;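 note: 0% = neutral control wells and 100% = L-leucinethiol positive control wells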
# Target sequence (Q9NZ08 whole entry, looked up): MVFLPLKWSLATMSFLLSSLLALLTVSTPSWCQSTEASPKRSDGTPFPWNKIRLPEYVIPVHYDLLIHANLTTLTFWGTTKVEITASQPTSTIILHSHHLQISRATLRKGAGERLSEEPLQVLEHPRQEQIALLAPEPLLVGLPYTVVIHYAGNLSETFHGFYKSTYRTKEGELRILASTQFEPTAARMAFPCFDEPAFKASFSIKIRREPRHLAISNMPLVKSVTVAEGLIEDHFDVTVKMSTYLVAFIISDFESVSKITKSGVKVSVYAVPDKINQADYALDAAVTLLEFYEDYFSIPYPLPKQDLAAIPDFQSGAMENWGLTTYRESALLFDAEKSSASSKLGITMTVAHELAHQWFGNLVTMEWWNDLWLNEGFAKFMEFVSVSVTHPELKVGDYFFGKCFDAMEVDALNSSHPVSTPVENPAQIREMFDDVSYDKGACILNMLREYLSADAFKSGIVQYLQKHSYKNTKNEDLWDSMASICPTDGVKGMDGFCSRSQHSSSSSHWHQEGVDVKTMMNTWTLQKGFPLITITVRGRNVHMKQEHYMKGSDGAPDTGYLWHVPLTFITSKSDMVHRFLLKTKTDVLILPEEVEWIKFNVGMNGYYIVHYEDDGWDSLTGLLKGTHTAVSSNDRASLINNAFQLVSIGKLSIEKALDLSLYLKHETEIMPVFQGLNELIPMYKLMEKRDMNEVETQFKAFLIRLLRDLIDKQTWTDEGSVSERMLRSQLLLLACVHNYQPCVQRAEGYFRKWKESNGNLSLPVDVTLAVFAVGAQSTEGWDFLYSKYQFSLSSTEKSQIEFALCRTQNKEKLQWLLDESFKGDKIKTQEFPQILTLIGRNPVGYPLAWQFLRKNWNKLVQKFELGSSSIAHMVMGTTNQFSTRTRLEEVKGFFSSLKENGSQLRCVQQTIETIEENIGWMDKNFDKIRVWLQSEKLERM
# PAX8 inh HTS = lowers PAX8-driven luciferase in RMG-I cells | RMG-I TPO-luciferase reporter, SteadyGlo, 24 h | inhibition, % at 12.6 µM | 360,000 tested, 1.2% active | AID 652154;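 active = mean replicate inhibition at least 60% with every replicate also reaching 60%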;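 note: luciferase light reporting Pax8 driven TPO promoter activity; plate controls were median of neutral control wells for no effect and mitoxantrone controls for full effect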
# FN deposit inh = fibronectin deposition inhibition | inhibition, % at 12.6 µM | 350,000 tested, 0.086% active | AH1F fibroblasts, Alexa488-fibronectin deposition fluorescence, overnight;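 active = mean inhibition across replicates of 30% or more, regardless of how many single replicates reach that level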;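 note: positive control wells lacked labelled fibronectin entirely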
#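 Material – AH1F fibroblast monolayer, labelled fibronectin deposition · Reagent – labelled fibronectin 24 nM · Timing – 1 h adhesion, overnight exposure · Measured by – fluorescence at 485 nm excitation, 525 nm emission · Read-out – inhibition of fibronectin deposition signal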
# S100A4 inh HTS = inhibitors of human S100A4 binding to myosin IIA peptide | inhibition, % at 10.7 µM | P26447 | 360,000 tested, 0.14% active | S100A4/TAMRA-MyoIIA peptide fluorescence polarization;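 active = mean inhibition of at least 70% across replicates, with every replicate also reaching that level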
# Target sequence (P26447 whole entry, looked up): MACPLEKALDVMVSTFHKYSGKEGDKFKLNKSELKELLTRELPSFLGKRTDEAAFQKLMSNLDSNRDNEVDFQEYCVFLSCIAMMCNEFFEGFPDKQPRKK
#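 Test system: S100A4 monomer protein; Medium: HEPES pH 7.2 with CaCl2, KCl, NaCl, DTT, Triton; Probe or stimulus: TAMRA-labelled myosin IIA heavy-chain peptide probe, 5 nM; Doses: one dose per compound; Times: polarization read 5 min after assay mix addition, stable 5–60 min; Benchmarks: neutral control DMSO, positive control TFP.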
# PglD DTNB = inhibitors of Campylobacter jejuni PglD acetyltransferase; purified PglD enzyme, DTNB colorimetric CoA detection; inhibition, % at 12.5 µM; 360,000 tested, 0.098% active; in the data active = inhibition above about 16%, passing the limit was not always enough; note: strong numbers were not always called active
# * marks the source's active call; other numbers are inactive results; · = not tested or not shown.
Molecule	LGR2 inh	EWS-Fli block	PGC1a acetyl inh	ERAP1 inh	PAX8 inh HTS	FN deposit inh	S100A4 inh HTS	PglD DTNB
CCCn1cc(C(=O)Nc2ccc(Oc3cccnc3)cc2)c2ccccc21	-13	-79	·	-2	-6	-5	-2	·
CN(C)C(=O)c1ccc(NC(=O)c2cccc(S(=O)(=O)N3CCN(Cc4ccccc4)CC3)c2)cc1	-10	5	·	0	3	0	1	-2
CC1CC(C)CN(C(=O)CCNC(=O)Cn2cnc3ccccc3c2=O)C1 (centres undefined)	-3	2	5	1	-8	-4	-6	-6
O=C(NCCc1ccccc1)c1ccc(-c2ccccc2Cl)o1	-42	-40	3	-3	-31	-13	-2	-1
ON=C1c2ccccc2-c2ccccc21	3	-6	·	0	-24	7	1	-3
O=c1onc(-c2cccnc2)n1-c1ccccc1F	·	-2	4	·	3	-1	-3	-6
CCOc1ccc(CCN2C(=S)N([C@@H](CC(C)C)CN3CCC[C@@H]3CN3C(=S)NC[C@@H]3Cc3ccccc3)C[C@@H]2Cc2ccc(O)cc2)cc1	-3	5	-19	·	11	11	-1	-2
N#Cc1ccc(CSc2nnc(NC(=O)c3ccc4ncsc4c3)s2)cc1	-31	-12	-8	8	-26	-19	2	·
O=C(COC(=O)Cc1ccccc1[N+](=O)[O-])NC1CCCC1	-17	12	·	1	22	-6	-4	·
COc1ccc(NC(=O)CC(C)=O)c(OC)c1	4	-2	·	2	-7	-2	-3	·
C[C@@H]1CN([C@@H](C)CO)C(=O)c2cccc(NC(=O)Nc3ccc(C(F)(F)F)cc3)c2O[C@H]1CN(C)C(=O)NC1CCCCC1	13	9	3	-2	10	·	4	5
Cc1cc(C)c2c(CC(=O)NC(C)C)coc2c1	7	-3	-4	4	21	-1	0	·
Cc1ccc(CCNC(=O)CS(=O)Cc2nc(-c3ccccc3Cl)oc2C)cc1 (centres undefined)	-4	·	·	-2	6	-8	-3	-1
COc1ccc(NC(=S)N2CCN(C(=O)c3ccccc3)CC2)cc1	-4	5	-4	-2	3	9	-11	·
Cc1ccc(S(=O)(=O)/N=C(/Nc2cccc3ccccc23)c2ccc(F)cc2)cc1	22	·	4	1	45	1	0	0
C[C@@H]1CN([C@@H](C)CO)C(=O)c2cc(NC(=O)NC3CCCCC3)ccc2O[C@@H](C)CCCCO[C@@H]1CN(C)S(=O)(=O)c1cn(C)cn1	-14	0	11	-4	-7	·	136*	0
Cc1ccc(C)c(NC(=O)CSc2nc3ccccc3nc2N2CCOCC2)c1	9	4	·	5	-3	11	0	-2
C[C@@H]1CN([C@H](C)CO)S(=O)(=O)c2ccc(-c3cncnc3)cc2O[C@@H]1CN(C)C(=O)Cc1ccncc1	9	11	7	0	-1	·	6	-2
CN(C)/C=N/NC(=O)c1ccccc1	13	3	1	-2	-9	-4	-11	-7
O=C(C1CCCC1)N1CC2(C1)[C@H](c1ccccc1)[C@@H](CO)N2C(=O)CC1CC1	17	5	3	-2	·	1	-8	·

# Entries of single compounds as entered above.
# Results for CCOc1ccc(CCN2C(=S)N([C@@H](CC(C)C)CN3CCC[C@@H]3CN3C(=S)NC[C@@H]3Cc3ccccc3)C[C@@H]2Cc2ccc(O)cc2)cc1 → LGR2 inh: -3; EWS-Fli block: 5; PGC1a acetyl inh: -19; ERAP1 inh: ·; PAX8 inh HTS: 11; FN deposit inh: 11; S100A4 inh HTS: -1; PglD DTNB: -2
# Results for ON=C1c2ccccc2-c2ccccc21 → LGR2 inh: 3; EWS-Fli block: -6; PGC1a acetyl inh: ·; ERAP1 inh: 0; PAX8 inh HTS: -24; FN deposit inh: 7; S100A4 inh HTS: 1; PglD DTNB: -3

# Continuation.
Molecule	LGR2 inh	EWS-Fli block	PGC1a acetyl inh	ERAP1 inh	PAX8 inh HTS	FN deposit inh	S100A4 inh HTS	PglD DTNB
CS(=O)(=O)Cc1nc2ccccc2n1CC(=O)Nc1cccc(S(=O)(=O)N2CCCC2)c1	-8	6	-2	8	12	2	0	-4
COC(=O)C1=C(C)N(Cc2ccccc2)C(=NCCCOC(C)C)N[C@H]1c1ccccc1	-6	11	-14	2	9	3	-13	1
CCCNC(=O)N[C@H]1C=C[C@H](CC(=O)OC)O[C@@H]1CO	-8	0	·	·	0	13	1	·
Cc1cc(C)nc(Nc2ccc(C)c([N+](=O)[O-])c2)n1	-62	-98	13	-2	-60	-6	0	2
Cc1noc(C)c1COc1ccc(C(=O)OCC(=O)OC(C)(C)C)cc1	16	7	·	1	16	-6	0	·
CSc1ccc(S(=O)(=O)N(CC(=O)NN=C2CCN(C)CC2)c2ccc(C)cc2)cc1	1	-17	2	6	19	-12	1	-10
Cc1noc(C)c1NC(=O)N(C)C[C@@H]1Oc2ncc(C#CC3CCCCC3)cc2C(=O)N([C@@H](C)CO)C[C@H]1C	-21	0	-1	0	·	-1	9	-1
CN1C(=O)c2cc(NC(=O)NCc3ccccc3)ccc2OC[C@H]2O[C@H](CC(=O)O)CC[C@@H]21	-5	3	-1	1	7	-1	10	2
CCOC(=O)c1cc(C)sc1NC(=O)CSc1nccn1C	-30	·	·	-2	-12	12	0	-6
O=C(Nc1ccc(Oc2cccnc2)cc1)c1ccc([N+](=O)[O-])cc1	-4	-4	·	-2	7	-3	-2	·
CC(Oc1ccc(Cl)cc1)C(=O)NCC1CCCO1 (centres undefined)	1	-2	2	2	-12	1	-7	-2
O=C(/C=C/c1ccccc1)NCC(=O)N/N=C\c1cccnc1	-13	-7	·	-3	8	4	-1	·
CCNC(=S)N1CCN(C(c2ccccc2)c2ccccc2)CC1	5	7	·	-3	·	·	-6	4
Cn1c(NC(=O)C2CCCO2)cc(=O)n(C)c1=O (centres undefined)	6	-6	5	3	·	·	-7	-6
CC(=O)N1CCN(c2ccc(NC(=O)C(C)Oc3ccc(Cl)cc3Cl)cc2)CC1 (centres undefined)	-20	·	-5	4	·	-3	0	-3
C[C@@H](NC(=O)c1ncn(C)c1C(=O)N[C@H](C)c1ccccc1)c1ccccc1	0	13	-18	-7	11	0	-1	13
COc1ccccc1C1/C(=C(/O)c2ccc(OC(C)C)cc2)C(=O)C(=O)N1c1cc(C)on1 (centres undefined)	·	·	-5	·	18	3	·	-4
CCO[C@@H]1OC(C(=O)N2CCOCC2)=C[C@H](C2CC2)[C@H]1CCCO	5	5	8	2	-10	-3	4	7
CC(=O)c1ccc(S(=O)(=O)N2CCN(c3nn(C)c(=O)n(C)c3=O)CC2)cc1	-3	-1	-6	-3	2	-8	1	2
O=C(C[C@H]1C=C[C@@H](NC(=O)CN2CCOCC2)[C@@H](CO)O1)NC1CCC1	-6	0	1	-4	5	9	2	13

# Continued:
Molecule	LGR2 inh	EWS-Fli block	PGC1a acetyl inh	ERAP1 inh	PAX8 inh HTS	FN deposit inh	S100A4 inh HTS	PglD DTNB
COc1ccc(-c2ccc(NC(=O)c3ccc(Br)o3)cc2)nn1	-70	-77	1	2	-136	-15	-1	-3
CCN(CC)CC(O)c1ccc2ccc3ccc(O)cc3c2c1 (centres undefined)	-12	2	3	-1	7	-1	-4	0
CSc1cccc(NC(=O)CSc2ccc(Cl)cc2)c1	·	·	10	·	-5	-8	·	8
CC(C)NC(=O)N(C)C[C@@H]1OCCCC[C@H](C)Oc2ccc(NS(=O)(=O)c3ccc(Cl)cc3)cc2C(=O)N([C@@H](C)CO)C[C@H]1C	-10	-12	0	2	-18	-14	-20	1
C=CCN(CC=C)Cc1c(C)[nH]c2c(C)c(C)ccc2c1=O	12	-1	·	-2	4	·	1	·
CN(C(=O)COC(=O)CSc1cc(Cl)ccc1Cl)c1c(N)n(Cc2ccccc2)c(=O)[nH]c1=O	-6	-2	-13	0	-1	-13	-4	-6
O=C(N/N=C1\CC2CC=CC12)c1ccc(COc2ccccc2)cc1 (centres undefined)	-5	2	2	0	-12	-10	-3	2
CO[C@H]1CN(C)C(=O)c2cc(NC(=O)C3CCCC3)ccc2OC[C@H](C)N(C(C)=O)C[C@@H]1C	6	-2	-1	·	-21	-8	·	3
Cc1cc(C)c(OCCN2CCCC2)c(Cl)c1	11	0	1	-4	-37	3	-2	-9
COc1ccc(NC(=O)Nc2ccc3c(c2)CC(=O)N([C@H](C)CO)C[C@H](C)[C@@H](CN(C)Cc2ccc(C(=O)O)cc2)O3)cc1	-22	42	2	1	-45	·	15	·
O=C(O)CC(C(=O)OCCOc1ccccc1)N1CCOCC1 (centres undefined)	·	·	-3	·	-7	-5	·	-5
CC(=O)C[C@H]1c2ccccc2S(=O)(=O)N1C1CCCC1	1	-4	·	0	2	-17	10	2
CCCc1cc(C(=O)Cc2ccc(C(=O)OCC)o2)c(O)cc1O	·	·	-4	·	16	-5	·	-2
C[C@H]1CN([C@@H](C)CO)C(=O)Cc2cc(NS(=O)(=O)c3cccs3)ccc2O[C@H]1CN(C)C(=O)Nc1ccccc1	-4	-1	6	5	-8	·	-5	4
O=C(CSc1nccc(=O)[nH]1)N1c2ccccc2CCc2ccccc21	3	19	2	2	·	·	-8	-3
O=C(O)c1cccc(Oc2ccc(C(=O)O)c([N+](=O)[O-])c2)c1	11	4	9	-4	-4	·	-15	-1
COc1ccc(C(O)c2nc(-c3ccccc3)cs2)cc1 (centres undefined)	-15	-19	-7	7	-2	-5	0	·
Cc1nc2sc3c(c2c(=O)n1NC(=O)CCl)CCCC3	27	3	12	0	13	-29	7	1
Cc1nnc(SCCn2c(N3CCN(C)CC3)nc3c2c(=O)n(C)c(=O)n3C)s1	·	·	-7	·	14	3	·	-1
C[C@@H]1CN([C@@H](C)CO)C(=O)c2cc(NS(=O)(=O)c3cccs3)ccc2O[C@@H]1CN(C)S(=O)(=O)c1ccc(Cl)cc1	-9	4	-6	-3	·	4	-1	-3

# Not a retest: two of the compounds above.
Molecule	LGR2 inh	EWS-Fli block	PGC1a acetyl inh	ERAP1 inh	PAX8 inh HTS	FN deposit inh	S100A4 inh HTS	PglD DTNB
C[C@H]1CN([C@@H](C)CO)C(=O)Cc2cc(NS(=O)(=O)c3cccs3)ccc2O[C@H]1CN(C)C(=O)Nc1ccccc1	-4	-1	6	5	-8	·	-5	4
O=C(CSc1nccc(=O)[nH]1)N1c2ccccc2CCc2ccccc21	3	19	2	2	·	·	-8	-3

# (continued)
Molecule	LGR2 inh	EWS-Fli block	PGC1a acetyl inh	ERAP1 inh	PAX8 inh HTS	FN deposit inh	S100A4 inh HTS	PglD DTNB
COc1ccc(C(=O)NC(=S)Nc2ccc(S(=O)(=O)Nc3cc(OC)ncn3)cc2)cc1	5	6	6	1	-32	-2	-2	4
C[C@H](CO)N1C[C@H](C)[C@H](CN(C)C(=O)c2ccc3c(c2)OCO3)Oc2cc(-c3ccncc3)ccc2S1(=O)=O	1	2	7	-3	·	·	27	-1
CC1CCCCC1NC(=O)CN1C(=O)NC(C)(c2cc(F)ccc2F)C1=O (centres undefined)	-1	12	0	-1	21	8	-3	-2
CCCN(C(=O)COc1ccc(C(C)=O)cc1OC)C1CCS(=O)(=O)C1 (centres undefined)	0	-2	4	3	8	12	0	-1
COc1cccc(-n2nc(-c3ccnn3-c3cccc(Cl)c3)c(=O)n(C)c2=O)c1	-20	10	-1	-4	19	-1	0	-8
O=C(C[C@H]1CC[C@H](NC(=O)Nc2ccccc2F)[C@@H](CO)O1)NCc1ccc(Cl)cc1	19	4	5	-1	-3	-4	6	1
CC1CC(=O)Nc2ccccc2N1S(=O)(=O)c1ccccc1 (centres undefined)	·	·	-1	·	3	-16	·	-1
CN(CC(=O)Nc1ccccc1Br)C(=O)c1cc2c(s1)CCCCC2	-113	-127	-3	-3	-223	-2	1	·
O=C(CCSc1ccccc1)N1CCN(c2ccccc2)CC1	-53	-82	3	9	-55	0	-1	1
CO[C@H]1CC[C@@H]2CCOc3c(C#N)cccc3C(=O)N(C)C[C@H](c3ccccc3)CC(=O)N(C)C[C@H]1O2	9	-6	1	2	12	0	4	-1
Cc1ccc(S(=O)(=O)CC(=O)N2CCN(c3ccccc3F)CC2)cc1	-3	-10	·	1	-2	10	0	-1
